Screening results (PubChem BioAssay)
Spn DPM-DC inh = S. pneumoniae DPM-DC inhibitors, primary screen, biochemical, PK/LDH-coupled NADH fluorescence; diphosphomevalonate decarboxylase (Streptococcus pneumoniae D39); purified DPM-DC; calls only at 10 µM; 65,000 compounds, 0.49% hits; AID 556, 2006;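 active means the 320 compounds with the highest percent inhibition in the single-dose primary screen, excluding strongly autofluorescent ones, cut at about 32% in these data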;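 further: kinetic rate of NADH fluorescence loss reporting ADP formed by the decarboxylase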
Spn MK inh = S. pneumoniae MK inhibitors, primary screen, biochemical, PK/LDH-coupled NADH absorbance | mevalonate kinase [Streptococcus pneumoniae D39] | purified MK, PK/LDH-coupled NADH absorbance 340 nm | inhibition, % at 10 µM | 65,000 compounds, 0.48% hits | AID 555, 2006;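 active means ranked among the strongest by inhibition in the single 10 µM screen, a fixed top-ranked set picked for dose follow-up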; further: no value below 0 was filed
HPDE-C7 viability = cytotoxicity in HPDE-C7 cells, cell-based, fluorescence, HTS (AID 430). cytotoxicity, % at 10 µM, or EC50 in µM where a hit was titrated. 63,000 compounds, 1.8% hits. HPDE-C7 pancreatic duct cells viability, fluorescence; higher % means a stronger effect;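 further: cells exposed to compound for 48 hours before viability readout; 0% = vehicle and 100% = reference cytotoxic drug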
HT1080 cytotoxicity = cytotoxicity in HT1080 fibrosarcoma cells, cell-based, fluorescence readout (AID 620). HT1080 viability, fluorescence; higher % means a stronger effect. cytotoxicity, % at 10 µM; hits with a dose series show EC50 in µM. 87,000 compounds, 0.42% hits;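 further: cells exposed to compound overnight then 4 h with Alamar Blue; 0% = vehicle DMSO and 100% = killing control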
TNAP inhibition = human TNAP enzyme inhibitors, biochemical, luminescent (AID 518) | Alkaline phosphatase, tissue-nonspecific isozyme (Homo sapiens) | purified TNAP enzyme, luminescent substrate readout; higher % means a stronger effect | inhibition, % at 20 µM, or IC50 in µM where a hit was titrated | 64,000 compounds, 0.09% hits; in the data active means a potency from the dose series; inactive means the rest, 99 in 100 with inhibition below about 22%;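 further: plate controls were vehicle for no effect and reference inhibitor for full effect; many of its hits are not listed in these tables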
LYP phosphatase = LYP phosphatase inhibitors, primary screen, biochemical, DiFMUP fluorescence, recombinant catalytic domain, 10 µM (AID 606). inhibition, % at 10 µM, or IC50 in µM where a hit was titrated. recombinant LYP catalytic domain, DiFMUP fluorescence; higher % means a stronger effect. Tyrosine-protein phosphatase non-receptor type 22 (Homo sapiens). 52,000 tested, under 10 active;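 active means IC50 under 40 µM in the dose-response test; inactive means IC50 of 40 µM or more, or never dose-tested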
KRASV12 cytotoxicity = cytotoxicity in KRAS-transformed pancreatic duct cells, primary screen, cell-based, fluorescence, HTS (AID 431); 63,000 compounds, 1.7% hits; HPDE-C7K KRASV12 cells, Alamar Blue viability, 48 h; higher % means a stronger effect; cytotoxicity, % at 10 µM; hits with a dose series show EC50 in µM;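 active means compounds whose percent cytotoxicity in the single-dose primary screen, scaled between solvent and toxic-drug controls, exceeds 50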;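 further: 0% = DMSO solvent wells and 100% = doxorubicin-treated wells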
Bfl-1 inhibitors = Bfl-1 inhibitors, primary screen, biochemical, fluorescence polarization, FITC-Bid, mouse (AID 432). Bcl-2-related protein A1 (Mus musculus). FITC-Bid BH3 peptide fluorescence polarization displacement; higher % means a stronger effect. displacement, % at 20 µM; hits with a dose series show IC50 in µM. 64,000 compounds, 0.02% hits; in the data active means a potency from the dose series; inactive means the rest, 99 in 100 with displacement below about 15%; further: strong numbers were not always called active
Spn PMK inh = S. pneumoniae PMK inhibitors, primary screen, biochemical, mevalonate pathway, pilot trial included | 65,000 compounds, 0.49% hits | inhibition, % at 10 µM | phosphomevalonate kinase (Streptococcus pneumoniae D39) | AID 539, 2006 | purified PMK, PK/LDH-coupled NADH absorbance 340 nm;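 active means top-ranked compounds by inhibition in the single 10 µM screen, taking a fixed number of the strongest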;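 further: 0% = full reaction with DMSO carrier and 100% = background rate without enzyme reaction; no value below 0 was filed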
Spn PMK inh pilot replicates = recorded beside Spn PMK inh, whose call it bears; inhibition, %; measured here: pilot screen replicates
Spn MK inh pilot replicates = second read-out of Spn MK inh, no call of its own (marks repeat the call); inhibition, %; measured here: pilot screen replicates
Spn DPM-DC inh pilot screen % = second read-out of Spn DPM-DC inh, no call of its own (marks repeat the call); inhibition, %; measured here: pilot screen trials
* marks the source's active call; other numbers are inactive results; i = inactive; · = not tested or not shown. Unless noted, no stated cut-off is given here; in the data, active means cytotoxicity above about 50%; inactive means the rest.

SMILES	Spn DPM-DC inh	Spn MK inh	HPDE-C7 viability	HT1080 cytotoxicity	TNAP inhibition	LYP phosphatase	KRASV12 cytotoxicity	Bfl-1 inhibitors	Spn PMK inh	others
CCc1nc2oc3cc(OC)ccc3c(=O)c2c(=O)n1-c1ccccc1	i	7.0	-15.5%	-9.5%	0.4%	·	-24.3%	-1.0%	7.0
O=C(Cn1c(=O)sc2ccccc21)NCc1ccccn1	i	10.0	0.4%	1.9%	4.1%	11.1%	-3.8%	2.2%	1.0
CCC(Sc1ccc2nnc(-c3ccc(F)cc3)n2n1)C(=O)O (configuration not stated)	i	10.0	-10.0%	-4.7%	6.7%	0.5%	-2.3%	-1.9%	12.0
O=C(CCNS(=O)(=O)c1cccc2nonc12)NC1CCCc2ccccc21 (configuration not stated)	i	3.0	-12.5%	5.5%	12.7%	5.8%	-5.0%	-1.6%	18.0
CCOC(=O)c1oc2ccccc2c1NC(=O)c1ccc(S(=O)(=O)N2CCCC2)cc1	i	7.0	4.6%	7.8%	7.6%	1.4%	4.2%	3.1%	14.0
O=C(CCN1C(=O)C2C3C=CC(C3)C2C1=O)NC1CCCc2ccccc21 (configuration not stated)	i	7.0	-39.3%	2.6%	10.5%	8.8%	-9.0%	3.5%	10.0	Spn PMK inh pilot replicates=2.0;Spn MK inh pilot replicates=0.5;Spn DPM-DC inh pilot screen %=3.5
CC1CCc2sc3ncn4nc(C(=O)NCc5ccco5)nc4c3c2C1 (configuration not stated)	i	9.0	-5.7%	1.7%	11.8%	15.6%	-4.2%	0.4%	8.0
CC1(C)CC(=O)C2=C(C1)OC(c1ccncc1)C(C#N)=C2N (configuration not stated)	i	5.0	-9.3%	0.2%	6.2%	12.7%	-0.7%	-3.6%	11.0
CC1CCCN(c2ccc(C(=O)NCc3cccs3)cn2)C1 (configuration not stated)	i	11.0	11.3%	-6.4%	11.1%	4.4%	4.6%	2.8%	5.0	Spn PMK inh pilot replicates=1.5;Spn MK inh pilot replicates=2.5;Spn DPM-DC inh pilot screen %=2.5
COC(=O)c1ccc(CSc2nc(-c3ccc(OC)cc3)nc3c2c(=O)n(C)c(=O)n3C)o1	i	7.0	-8.6%	2.1%	10.1%	·	3.6%	-6.2%	10.0	Spn PMK inh pilot replicates=5.0;Spn MK inh pilot replicates=0.5;Spn DPM-DC inh pilot screen %=1.0
COC(=O)C1=C(C)N=C2SCCC(=O)N2C1/C=C/c1ccccc1 (configuration not stated)	i	9.0	-1.8%	-4.4%	5.2%	8.3%	9.0%	2.1%	3.0
CCSc1nnc(NC(=O)C(CC)Oc2ccccc2)s1 (configuration not stated)	i	14.0	-8.2%	2.0%	4.1%	9.2%	-6.8%	-5.0%	21.0
COc1ccc(N2CCN(C(=O)CC3NC4CCCCC4NC3=O)CC2)cc1 (configuration not stated)	i	8.0	2.7%	-0.2%	3.2%	11.7%	-7.4%	-3.3%	3.0
COc1ccc(-c2noc(-c3ccccc3-c3ccccc3)n2)cc1OC	i	0.0	-17.1%	-3.7%	1.3%	-3.0%	-25.5%	0.2%	0.0
CCc1ccc(N(CC(=O)O)S(=O)(=O)c2c(C)noc2C)cc1	i	7.0	-8.1%	3.1%	6.9%	16.1%	-2.8%	0.4%	0.0
Cn1c([N+](=O)[O-])cnc1COC(N)=O	i	9.0	6.7%	-3.2%	11.7%	11.8%	9.3%	1.7%	8.0	Spn PMK inh pilot replicates=1.0;Spn MK inh pilot replicates=24.0;Spn DPM-DC inh pilot screen %=0.0
COCCn1c(SCCN2CCCCC2)nc2ccccc2c1=O	i	31.0	-12.5%	1.4%	12.3%	1.6%	-10.0%	-10.5%	6.0
CCOCCCn1c(=S)[nH]c2cc3c(cc2c1=O)OCO3	i	9.0	-5.7%	6.0%	17.8%	-0.8%	-13.0%	-2.1%	11.0	Spn PMK inh pilot replicates=3.0;Spn MK inh pilot replicates=0.0;Spn DPM-DC inh pilot screen %=1.5
CCc1nccn1S(=O)(=O)c1ccc(Br)cc1Br	i	5.0	0.0%	-5.3%	14.9%	·	-13.8%	-6.4%	10.0
Cc1ccc2[nH]c(C(=O)O)c(NC(=O)CN3CCN(c4cccc(C)c4C)CC3)c2c1	i	10.0	34.2%	-4.6%	5.0%	7.4%	41.9%	-7.2%	9.0
COc1ccc(C2C(C(=O)NCC3CCCO3)CCC(=O)N2c2ccc3c(c2)OCO3)cc1 (configuration not stated)	i	8.0	-24.1%	-0.8%	-1.0%	15.1%	-18.6%	-0.3%	0.0
CC(CN1CCCCC1)OC(=O)c1ccccc1Cl (configuration not stated)	i	6.0	-19.9%	3.7%	-2.0%	·	-17.1%	13.9%	9.0
COc1cccc(C2NC(CC(C)C)(C(=O)O)C3C(=O)N(Cc4ccccc4)C(=O)C23)c1O (configuration not stated)	i	1.0	-0.7%	18.3%	0.1%	·	-5.3%	6.5%	14.0
Cc1[nH]n(-c2ccccc2)c(=O)c1S(=O)(=O)c1ccccc1	i	6.0	-21.4%	-7.7%	5.7%	8.6%	-4.0%	-1.3%	3.0
O=C(COc1ccccc1)NC1CCN(Cc2ccccc2)CC1	i	12.0	-10.7%	7.8%	19.1%	5.7%	-9.7%	0.5%	0.0
COC(=O)c1ccc(NC(=O)c2ccc3c(c2)OCO3)cc1	i	13.0	3.4%	12.3%	8.8%	11.4%	-1.1%	-8.4%	6.0

Already shown: an excerpt of the list.
SMILES	Spn DPM-DC inh	Spn MK inh	HPDE-C7 viability	HT1080 cytotoxicity	TNAP inhibition	LYP phosphatase	KRASV12 cytotoxicity	Bfl-1 inhibitors	Spn PMK inh	others
CCc1nc2oc3cc(OC)ccc3c(=O)c2c(=O)n1-c1ccccc1	i	7.0	-15.5%	-9.5%	0.4%	·	-24.3%	-1.0%	7.0
O=C(Cn1c(=O)sc2ccccc21)NCc1ccccn1	i	10.0	0.4%	1.9%	4.1%	11.1%	-3.8%	2.2%	1.0

Of the compounds above, 7 have four or more nitrogen atoms:
SMILES	Spn DPM-DC inh	Spn MK inh	HPDE-C7 viability	HT1080 cytotoxicity	TNAP inhibition	LYP phosphatase	KRASV12 cytotoxicity	Bfl-1 inhibitors	Spn PMK inh	others
CCC(Sc1ccc2nnc(-c3ccc(F)cc3)n2n1)C(=O)O (configuration not stated)	i	10.0	-10.0%	-4.7%	6.7%	0.5%	-2.3%	-1.9%	12.0
O=C(CCNS(=O)(=O)c1cccc2nonc12)NC1CCCc2ccccc21 (configuration not stated)	i	3.0	-12.5%	5.5%	12.7%	5.8%	-5.0%	-1.6%	18.0
CC1CCc2sc3ncn4nc(C(=O)NCc5ccco5)nc4c3c2C1 (configuration not stated)	i	9.0	-5.7%	1.7%	11.8%	15.6%	-4.2%	0.4%	8.0
COC(=O)c1ccc(CSc2nc(-c3ccc(OC)cc3)nc3c2c(=O)n(C)c(=O)n3C)o1	i	7.0	-8.6%	2.1%	10.1%	·	3.6%	-6.2%	10.0	Spn PMK inh pilot replicates=5.0;Spn MK inh pilot replicates=0.5;Spn DPM-DC inh pilot screen %=1.0
COc1ccc(N2CCN(C(=O)CC3NC4CCCCC4NC3=O)CC2)cc1 (configuration not stated)	i	8.0	2.7%	-0.2%	3.2%	11.7%	-7.4%	-3.3%	3.0
Cn1c([N+](=O)[O-])cnc1COC(N)=O	i	9.0	6.7%	-3.2%	11.7%	11.8%	9.3%	1.7%	8.0	Spn PMK inh pilot replicates=1.0;Spn MK inh pilot replicates=24.0;Spn DPM-DC inh pilot screen %=0.0
Cc1ccc2[nH]c(C(=O)O)c(NC(=O)CN3CCN(c4cccc(C)c4C)CC3)c2c1	i	10.0	34.2%	-4.6%	5.0%	7.4%	41.9%	-7.2%	9.0
